Screens deposited in PubChem by several laboratories.
SRC3 inh – inhibits human SRC3 coactivator. Q9Y6Q9. HEK293 GAL4-SRC3 luciferase reporter, luminescence. inhibition, % at 3.6 µM. 360,000 compounds, 0.17% hits. AID 588352;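 active = inhibition above a per-campaign cutoff, the mean of all compounds plus 3 SD, cut at about 60% in these data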;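 also: 0% = DMSO-treated cells and 100% = gossypol-treated cells at 36 µM; higher means less SRC3-driven luciferase light from the GAL4 reporter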
SRC1 inh – human NCOA1 inhibition | Q15788 | HEK293 GAL4-SRC1 luciferase reporter, luminescence | inhibition, % at 3.6 µM | 360,000 compounds, 0.12% hits | AID 588354;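 active = inhibition above the campaign mean plus 3 SD, with each screening campaign given its own cutoff, cut at about 60% in these data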;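 also: 0% = DMSO treated cells and 100% = gossypol at 36 µM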
COUP-TFII inh – NR2F2 (human) inhibition, primary screen. HEK293T NGFI-A luciferase reporter, luminescence. inhibition, % at 8.6 µM. 370,000 compounds, 0.7% hits;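 active = inhibition above a per-plate cutoff, mean inhibition of test wells between control levels plus 3 SD, cut at about 38% in these data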;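 also: cells cotransfected with COUP-TFII expression vector driving the NGFI-A reporter; 0% = median of COUP-TF2 test wells and 100% = reporter-only cells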
TWEAK Fn14 block – inhibitors of TWEAK-Fn14 interaction signaling. TWEAK-stimulated Fn14 reporter cells, luciferase luminescence, 8 h. inhibition, % at 10 µM. 360,000 compounds, 2% hits; in the data active = inhibition above about 50%
TROY signal inh – inhibitors of TROY-dependent NF-kB signaling | Q293 LMP1-TROYcd NF-kB luciferase reporter, 4 h | inhibition, % at 10 µM | 360,000 compounds, 0.98% hits;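 active = compounds whose plate-normalised and pattern-corrected inhibition of the luciferase reporter signal at the single screening dose is 50% or more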
SRC2 inh – inhibits human steroid receptor coactivator 2. AID 651957. 370,000 compounds, 0.17% hits. HEK293 GAL4-SRC2 luciferase reporter, luminescence. inhibition, % at 9 µM. Q15596;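 active = inhibition above the mean inhibition of all tested compounds plus 3 SD, set per campaign, cut at about 52% in these data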;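 also: 0% = DMSO treated cells and 100% = cells given Gossypol at 36 µM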
CF NFkB block – inhibitors of cystic fibrosis induced NF-kB; KKLEB NF-kB-GFP reporter, PAF-induced, GFP fluorescence overnight; inhibition, % at 5 µM; 360,000 compounds, 0.86% hits; AID 588850;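 active = at least 50% inhibition at 5 µM, scaled per plate between neutral and stimulator controls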;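 also: PAF is a Pseudomonas aeruginosa culture filtrate used as stimulus; plate controls were PAF-stimulated DMSO wells for no effect and unstimulated DMSO wells for full effect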
KKLEB cytotox – counter-screen for CF NF-kB inhibitors: cytotoxicity; KKLEB CF airway cells viability, ATPlite luminescence, overnight; stronger effect = lower value; cells stimulated with P. aeruginosa culture filtrate; AID 602141; 360,000 compounds, 0.36% hits; activity change (cytotoxicity), % at 5 µM;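 active = corrected activity change at or below -50% at 5 µM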
EBV LMP1 NFkB – inhibitors of Epstein-Barr LMP1-induced NF-kappaB reporter. AID 504558. inhibition, % at 12.5 µM. LMP1-induced NF-kappaB luciferase reporter cells, luminescence. 350,000 compounds, 0.69% hits; in the data active = inhibition above about 41%;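 also: 0% = neutral control wells and 100% = reference inhibitor control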
NR5A2 inv ag – suppresses constitutive activity of human LRH-1 | O00482 | inhibition, % at 3.6 µM | HEK293T StAR-luciferase reporter, LRH-1 transfected, 24 h | 360,000 compounds, 0.13% hits;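 active = inhibition above the mean inhibition of all tested compounds plus 3 SD, cut at about 73% in these data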;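 also: 0% = DMSO wells and 100% = reporter-only cells lacking LRH-1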
TRAIL sens C8 – sensitizes caspase-8 expressing cells to TRAIL | NB7+C8 cells + TRAIL, ATPlite viability luminescence | inhibition (viability loss, TRAIL sensitization), % at 10 µM | 360,000 compounds, 1% hits | AID 624354;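 active = compounds causing at least 50% loss of cell viability in the single-dose screen, relative to plate controls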
* = called active by the depositor; . = no result given; & = joins results of further samples. An unsorted share of the library. Share with any hit: about 4.2%.

canonical_smiles | SRC3 inh | SRC1 inh | COUP-TFII inh | TWEAK Fn14 block | TROY signal inh | SRC2 inh | CF NFkB block | KKLEB cytotox | EBV LMP1 NFkB | NR5A2 inv ag | TRAIL sens C8
O=C1N/C(=C/c2ccc(N3CCOCC3)o2)C(=O)N1c1ccccc1 | 5.4 | -11.7 | -14.3 | 53.4* | 20.4 | -3.6 | -20.4 | 9.1 | 2.3 | 10.0 | 10.5
O=C(COC(=O)COc1ccccc1)Nc1ccc(S(=O)(=O)N2CCOCC2)cc1 | 11.0 | -2.1 | 10.5 | 6.9 | 10.6 | 12.8 | -14.0 | 3.2 | 2.1 | 2.2 | 3.2
O=C1OCC2=C1C(c1ccc(F)cc1)c1cc3c(cc1N2)OCO3 (configuration not stated) | 10.9 | 2.8 | -68.7 | -10.6 | -0.9 | 15.0 | 59.0* | -18.3 | -4.1 | 17.0 | -9.1
COC(=O)c1cc(C#N)c(N(C)Cc2ccccc2)nc1C | -1.1 | -6.1 | 5.8 | -25.9 | -26.4 | -40.6 | 7.6 | -8.8 | 1.1 | -38.6 | -16.0
CC(C)NC(=O)NC(=O)CSc1nnc(C(F)(F)F)n1C | 2.0 | 1.0 | 4.5 | -1.7 | 7.0 | 9.7 | 12.5 | -2.5 | 1.8 | 10.2 | -9.4
COCC(=O)NC1CC(C)(C)Cc2c1cnn2-c1ccc(F)cc1 (configuration not stated) | 4.9 | 3.1 | -17.7 | 10.4 | 4.3 | -17.6 | 7.5 | -11.0 | 7.0 | -37.2 | 10.2
C#Cc1cccc(Nc2nc(NC(C)C)nc3ccsc23)c1 | -11.2 | 4.0 | 16.6 | 52.8* | 31.8 | 1.2 | 50.4* | -20.1 | . | 49.2 | 25.4
CC(C)CCNC(=O)CC1Nc2c3ccccc3nc(=S)n2C1=O (configuration not stated) | -2.8 | -39.0 | -3.9 | 3.5 | 3.2 | -10.7 | 3.3 | 1.4 | 2.0 | 13.3 | -5.0
CC(C)N1CCN(C(=O)c2ccc(NC(=O)c3ccc(Br)o3)cc2)CC1 | -4.3 | -5.1 | 8.0 | -1.0 | 4.9 | -10.0 | 11.2 | 8.2 | -1.7 | -2.3 | 6.0
CCCCSc1nc(NCc2ccco2)c2c3c(sc2n1)COC(C)(C)C3 | -9.7 | -8.2 | 0.6 | 9.0 | -8.2 | -5.5 | -11.3 | 17.6 | -27.0 | -10.6 | 11.7
Cc1cc(C)cc(NC(=O)c2ccc(N3C(=O)C4CCCCC4C3=O)cc2)c1 (configuration not stated) | -7.5 | 8.2 | 5.4 | -8.4 | 17.5 | 5.2 | 4.8 | 4.6 | 3.3 | -0.7 | 1.2
CCCCN(C)CCOc1ccccc1OCC | 23.6 | 15.3 | 4.5 | 5.9 | -11.6 | -9.9 | 4.5 | 4.0 | 5.9 | -2.8 | -14.1
COC(=O)c1ccc2nc(-c3ccc(F)cc3)c(CC3CCCCC3)n2c1 | . | . | -1.4 | -3.0 | -39.7 | 2.4 | . | . | . | -35.0 | 18.3
Cn1c(=O)c2c(nc(CN3CCc4ccccc4C3)n2Cc2ccc(Cl)cc2)n(C)c1=O | 16.9 | -40.1 | -3.9 | -15.1 | -10.1 | 0.9 | -7.8 | -2.1 | -4.8 | -15.1 | -14.9
Cc1ccc(S(=O)(=O)N2[C@@H](c3ccc(Cl)cc3)C(C(=O)O)=CC[C@H]2c2ccc3c(c2)OCO3)cc1 | 18.3 | 0.5 | -10.1 | 16.3 | 15.6 | -3.3 | 20.1 | -12.4 | 4.4 | -4.4 | -9.0

New compounds follow
canonical_smiles | SRC3 inh | SRC1 inh | COUP-TFII inh | TWEAK Fn14 block | TROY signal inh | SRC2 inh | CF NFkB block | KKLEB cytotox | EBV LMP1 NFkB | NR5A2 inv ag | TRAIL sens C8
CC1CCN(S(=O)(=O)c2ccc(C(=O)N3CCCC3C(=O)O)cc2)CC1 (configuration not stated) | 5.9 | -1.2 | -7.0 | -1.5 | 9.5 | -2.6 | 7.0 | 12.4 | -3.4 | -25.1 | -2.7
COC(=O)c1nn(-c2ccc(-c3ccccc3)cc2)cc1O | -68.0 | -202.2 | -22.9 | 80.8* | 47.1 | -21.9 | -7.7 | 6.4 | 5.4 | -160.1 | 58.1*
CCc1ccc(NC(=O)CSc2nnc(CNC(=O)c3ccc(OC)cc3)o2)cc1 | -27.9 | 10.7 | -28.0 | -18.1 | -21.8 | -5.3 | -1.8 | -7.7 | 2.2 | -14.6 | -4.8
Cc1ccc(S(=O)(=O)N2[C@@H](c3ccc(Cl)cc3)C(C(=O)O)=C[C@H]2C(C)(C)C)cc1 | 11.8 | 2.4 | -3.5 | 14.0 | -7.1 | -3.6 | 15.7 | -0.8 | -3.4 | 20.9 | 3.9
COc1ccc(S(=O)(=O)N2CCCCCC2)cc1NC(=O)Cc1ccccc1F | 9.7 | -16.7 | 4.0 | 4.0 | 2.1 | 3.7 | 3.6 | -17.2 | -17.5 | -10.2 | -15.1
Cc1ccc(C(C)C)c(OCC(=O)Nc2ccccc2N2CCN(C)CC2)c1 | 9.2 | -3.1 | 11.9 | 37.9 | -11.2 | -18.1 | -5.7 | -2.1 | -0.4 | -10.7 | 4.6
COc1ccccc1-c1cnc(C(O)c2ccc(C)cc2)[nH]1 (configuration not stated) | -20.7 | -21.8 | -23.2 | 1.8 | 42.4 | -37.4 | -6.1 | 2.9 | . | -36.4 | -3.5
CCSc1nc(CC)c2c(c1C#N)CCCC2 | 18.1 | 6.8 | 8.1 | 14.6 | -4.5 | 4.9 | 6.6 | 3.7 | -0.5 | 18.7 | -5.5
Clc1ccccc1Nc1nc2ccccc2o1 | -106.3 | -132.5 | -51.9 | -4.4 | -20.3 | -44.2 | -34.1 | 11.6 | -28.0 | -115.5 | 15.0
COc1ccccc1CNC(=O)COC(=O)c1ccc2c(=O)n3c(nc2c1)CCCCC3 | 4.2 | 0.6 | -13.3 | -24.9 | -9.2 | -21.5 | -11.3 | 5.1 | -2.6 | -10.6 | 3.1
S=c1[nH]nc(CSCc2ccccc2Cl)n1-c1ccccc1 | 1.8 | 6.8 | -7.0 | 2.5 | -20.3 | -23.7 | -0.5 | -2.2 | 1.0 | -6.2 | -3.2
Cc1nn(-c2ccccc2)c(N2CCCC2)c1C=O | 18.4 | 11.4 | -1.2 | 8.2 | 16.3 | 14.2 | 44.1 | 1.1 | 0.2 | 3.1 | -4.7
COc1ccccc1C(NC(C)=O)c1c(O)ccc2ccc(O)cc12 (configuration not stated) | 19.7 | -1.9 | -0.5 | 16.6 | 29.5 | -2.0 | 13.1 | -21.6 | 6.4 | 9.1 | -15.8
O=C(NC1CCCCC1)C12CC3CC(C1)CC(n1cncn1)(C3)C2 | 4.7 | 3.8 | 17.0 | 0.6 | -12.8 | 2.9 | 5.6 | 2.7 | 77.6* | -0.5 | -10.5
Cc1ccc(CNC(=O)CN2C(=O)CSc3ccc(S(=O)(=O)N4CCC(C)CC4)cc32)cc1 | -0.6 | 0.7 | 1.2 | 7.6 | 0.1 | -30.7 | 4.4 | 4.6 | -14.7 | 1.9 | -3.0

Later entries
canonical_smiles | SRC3 inh | SRC1 inh | COUP-TFII inh | TWEAK Fn14 block | TROY signal inh | SRC2 inh | CF NFkB block | KKLEB cytotox | EBV LMP1 NFkB | NR5A2 inv ag | TRAIL sens C8
CCOC(=O)CCn1cnc2ccc([N+](=O)[O-])cc2c1=O | 9.1 | 5.0 | 11.3 | 8.6 | 3.3 | -32.1 | 16.4 | 2.0 | 1.0 | -1.2 | 5.4
CC(NC(=O)CNC(=O)C(Cc1ccccc1)NC(=O)OCc1ccccc1)C(N)=O (configuration not stated) | 6.1 | -4.5 | -9.7 | 0.6 | 5.4 | 0.8 | -9.5 | -2.0 | -2.8 | 9.2 | -2.6
CCC(C)c1ccc(O)c(N)c1 (configuration not stated) | -14.2 | -24.4 | 5.2 | -6.3 | -6.9 | -22.6 | 3.4 | -3.2 | -0.4 | 6.6 | -2.7
COc1ccc(N2CC(C(=O)OCC(=O)Nc3cccc(C)c3C)CC2=O)cc1 (configuration not stated) | -2.1 | 8.5 | 6.2 | 12.7 | -3.2 | 6.8 | -8.4 | 8.1 | -3.1 | -7.5 | 10.3
COc1ccc(Nc2nc(-c3cccnc3)nc3ccccc23)cn1 | 3.5 | 18.1 | 5.3 | 13.8 | -3.7 | 5.8 | -48.0 | -2.6 | -10.4 | 48.5 | 16.0
COC(=O)c1ccc(-n2cncn2)c([N+](=O)[O-])c1 | 1.8 | 1.1 | -2.2 | -17.9 | 5.3 | -12.9 | -4.8 | -3.4 | 21.8 | 5.9 | 0.8
COc1ccc(C(=O)OCC(=O)NC(=O)NC2CCCC2)c(OC)c1 | 8.1 | 9.4 | 9.6 | -18.8 | 2.1 | 13.7 | -4.8 | -7.3 | 31.9 | 11.9 | 1.1
CCN(CC(=O)Nc1c(F)cccc1F)C(=O)CC1CCCC1 | 20.2 | 3.2 | 1.2 | -5.6 | 4.4 | -7.5 | 2.7 | -0.7 | -3.5 | 0.0 | -16.8
CC(Oc1ccccc1)C(=O)Nc1ccc(C(N)=O)cc1 (configuration not stated) | 14.2 | 0.9 | -6.3 | 4.7 | 9.6 | 7.8 | -2.7 | -17.5 | -6.7 | 8.7 | -14.9
CC(C)(C)OC(=O)NCCCCCc1nnc(SCc2ccccc2F)o1 | 10.4 | -11.5 | 16.4 | 8.9 | 9.7 | 10.4 | 1.3 | -9.8 | -4.5 | -13.0 | 1.3
COc1ccc(CC(=O)Nc2ccc(S(=O)(=O)Nc3cc(C)on3)cc2)cc1OC | -1.1 | -7.9 | -3.1&4.9 | 0.2 | 4.0 | 0.3&-9.8 | -0.1 | 1.3 | -3.2 | 1.5 | 7.6
O=C(COc1ccc2ccccc2c1Br)NNC(=O)Nc1ccccc1 | -6.8 | 2.9 | 2.5 | -24.3 | -9.0 | -6.2 | -14.5 | 12.4 | 7.4 | 18.6 | -6.6
CC1=C(C)C(OCCBr)N(c2cc(O)c(Cl)cc2F)C1=O (configuration not stated) | 12.3 | 10.2 | -3.5 | -11.6 | 6.8 | 19.1 | -8.7 | -5.7 | -6.3 | 6.4 | -2.4
CCN(C(=O)CSc1nc(N)cc(=O)[nH]1)C1CCS(=O)(=O)C1 (configuration not stated) | -5.4 | -1.9 | -8.7 | 6.8 | 12.3 | 5.7 | -14.8 | 14.5 | -1.6 | -13.6 | -2.1
COc1ccc(CNC(=O)/C=C/[C@H]2O[C@@H](n3cc(C)c(=O)[nH]c3=O)C[C@@H]2O)cc1 | 7.7 | 1.9 | -1.9 | -5.5 | 10.1 | -20.4 | -25.6 | 7.6 | . | 0.6 | 0.8
CCN(CC)Cc1c(O)ccc2c(C)c(CC(=O)OC)c(=O)oc12 | 19.3 | 15.1 | -5.0 | 3.2 | 1.6 | -22.9 | 9.5 | 2.6 | 4.2 | -13.2 | -7.9
COC(=O)N/N=C/c1ccc(OCCSc2ccc(Cl)cc2)c(OC)c1 | -18.9 | -11.4 | -24.2 | 16.9 | -3.0 | -0.8 | -35.7 | 21.5 | -4.0 | 6.0 | 5.9
Cc1ccc2cc(CCNC(=O)CC(C)(C)C)c(=O)[nH]c2c1C | -11.1 | -6.9 | -9.8 | 4.6 | -17.1 | -26.6 | 5.7 | 8.1 | 5.5 | -19.7 | -9.9
